APOBEC3G inh: APOBEC3G DNA deaminase inhibitors, primary screen, biochemical, fluorescence, single-stranded DNA substrate, uHTS. DNA dC->dU-editing enzyme APOBEC-3G (Homo sapiens), Q9HC16. recombinant A3G, ssDNA deamination FAM/TAMRA fluorescence. inhibition, % at 20 µM. 0.28% of 330,000 active. AID 493012, 2011;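 active = inhibition of at least 40% at 20 µM, with no more than 30% in the related APOBEC3A deaminase screen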;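 also: plate controls were DMSO wells with A3G for no effect and wells lacking A3G enzyme for full effect; some compounds called inactive have numbers as strong as hits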
SENP8 block-1: human SENP8 protease inhibitors, primary screen, biochemical, fluorescence, Nedd8 protein substrate, uHTS. inhibition, % at 20 µM. recombinant SENP8. 0.64% of 360,000 active. AID 602440, 2012; in the data active = inhibition mostly above about 40%, no sharp cut-off; inactive = mostly below about 27%
Target sequence (Q96LD8 whole entry, looked up): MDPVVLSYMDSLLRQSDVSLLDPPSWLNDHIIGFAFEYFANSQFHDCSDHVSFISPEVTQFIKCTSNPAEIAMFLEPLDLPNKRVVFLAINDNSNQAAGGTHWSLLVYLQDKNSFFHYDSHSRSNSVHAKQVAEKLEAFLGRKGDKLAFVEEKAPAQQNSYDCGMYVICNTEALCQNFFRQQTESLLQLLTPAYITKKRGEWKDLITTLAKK
SENP8 block-2: SENP8 protease inhibitors, primary screen, biochemical, luminescence | Sentrin-specific protease 8 (Homo sapiens), Q96LD8 | purified SENP8, Z-RLRGG-aminoluciferin cleavage | inhibition, % at 10 µM | 1.2% of 330,000 active | AID 2540, 2010; in the data active = inhibition above about 50%
UBC13 inh: UBC13 polyubiquitin chain formation inhibitors, primary screen, biochemical, TR-FRET, uHTS | Ubiquitin-conjugating enzyme E2 N (Homo sapiens), P61088 | inhibition, % at 20 µM | 0.47% of 330,000 active; in the data active = inhibition above about 45%, passing the limit was not always enough
Target sequence (P61088 whole entry, looked up): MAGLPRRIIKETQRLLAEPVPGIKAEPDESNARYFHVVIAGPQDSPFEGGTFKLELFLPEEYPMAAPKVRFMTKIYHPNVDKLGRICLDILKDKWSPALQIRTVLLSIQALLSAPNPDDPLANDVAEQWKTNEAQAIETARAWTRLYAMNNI
SENP6 inh: SENP6 protease inhibitors, primary screen, biochemical, luminescence, uHTS | Sentrin-specific protease 6 (Homo sapiens), Q9GZR1 | Recombinant SENP6 catalytic domain, aminoluciferin luminescence | inhibition, % at 10 µM | 1.8% of 330,000 active | AID 2599, 2010;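 active = inhibition above about 50% at the single tested dose, limit read from the data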;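 also: plate controls were DMSO wells with enzyme for no effect and DMSO wells lacking enzyme for full effect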
Target sequence (Q9GZR1 628-1112 limits assumed): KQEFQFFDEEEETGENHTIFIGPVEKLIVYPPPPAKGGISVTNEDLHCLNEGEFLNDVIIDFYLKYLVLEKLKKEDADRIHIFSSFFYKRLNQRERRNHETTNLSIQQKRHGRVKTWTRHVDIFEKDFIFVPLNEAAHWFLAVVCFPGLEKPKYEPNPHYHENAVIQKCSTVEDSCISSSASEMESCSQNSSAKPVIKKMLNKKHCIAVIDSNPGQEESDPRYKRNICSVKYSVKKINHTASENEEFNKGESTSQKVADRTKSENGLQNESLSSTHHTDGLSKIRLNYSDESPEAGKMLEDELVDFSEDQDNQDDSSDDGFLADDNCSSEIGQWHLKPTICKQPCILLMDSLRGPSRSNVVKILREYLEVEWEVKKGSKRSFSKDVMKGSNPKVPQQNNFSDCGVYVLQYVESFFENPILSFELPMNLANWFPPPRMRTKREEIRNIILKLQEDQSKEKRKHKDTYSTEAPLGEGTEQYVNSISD
SENP1 inh: human SENP1 catalytic domain inhibitors, primary screen, biochemical, FRET, uHTS; AID 624204, 2012; inhibition, % at 10 µM; recombinant SENP1 catalytic domain, CyPet-SUMO1-YPet FRET cleavage; Sentrin-specific protease 1 (Homo sapiens), Q9P0U3; 0.21% of 360,000 active;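 active = inhibition at least 30% at 10 µM, raw YFP signal under a set limit, fluorescence ratio 0.5 to 1.5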;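 also: 0% = enzyme with DMSO and 100% = no enzyme wells; some results filed as inactive read as strong as hits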
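Test system: hSENP1 catalytic domain, recombinant; Amount: 20 pM final SENP1 enzyme; Medium: Tris pH 8 buffer plus EDTA, NaCl, BME, BSA, NP40, catalase; Schedule: 50 min enzyme reaction, room temperature, light-protected; Technique: FRET fluorescence in CFP and YFP emission channels; Controls: no-enzyme wells low, DMSO-plus-enzyme wells high control.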
Apaf1 inhib: inhibitors of human Apaf-1 apoptosome, primary screen, biochemical, DEVD-Rh110 fluorescence, uHTS | Apoptotic protease-activating factor 1 (Homo sapiens), O14727 | reconstituted apoptosome caspase-3 activity | inhibition, % at 20 µM | 0.71% of 330,000 active; active = inhibition of at least 40% at 20 µM;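 also: plate controls were DMSO wells for no effect and DEVD-CHO caspase inhibitor wells for full effect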
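Material: reconstituted apoptosome with Apaf-1, cytochrome c, caspase-9, procaspase-3, dATP / Buffer or medium: pH 7.5 Hepes buffer with CHAPS, BSA, DTT / Also added: cytochrome c with DEVD-Rh110 / Schedule: compound with Apaf-1, dATP, procaspase-3 30 min, then 50 min reaction, room temperature / Technique: rhodamine 110 fluorescence at Ex 480/Em 540 nm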
SENP7 block: SENP7 protease inhibitors, primary screen, biochemical, luminescence, uHTS; Sentrin-specific protease 7 (Homo sapiens), Q9BQF6; recombinant SENP7, Z-RLRGG-aminoluciferin luminescence, 40 min; inhibition, % at 5 µM; 1.5% of 330,000 active; AID 434973, 2010;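 active = inhibition above about 50% at the single test dose, limit read from the data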;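 also: plate controls were DMSO with enzyme for no effect and no enzyme buffer wells for full effect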
An asterisk follows results filed as active; . = no result given.

Molecule	APOBEC3G inh	SENP8 block-1	SENP8 block-2	UBC13 inh	SENP6 inh	SENP1 inh	Apaf1 inhib	SENP7 block
O=C(Nn1c(SCc2ccc([N+](=O)[O-])cc2)nc2ccccc2c1=O)c1ccc(F)cc1	-11.0	7.8	5.4	-24.2	5.4	2.9	6.5	-15.5
COc1ccc(N2CCN(C(=O)c3ccc(CS(=O)Cc4ccc(Cl)cc4)o3)CC2)cc1 (stereo not drawn)	-9.9	11.2	-1.4	-2.2	2.8	1.1	0.5	-4.6
CCC1(CC)NC(=O)N(CC(=O)OCC(=O)Nc2cc(OC)ccc2OC)C1=O	-6.4	6.7	-1.0	17.2	4.0	1.1	-9.5	4.3
CC(C)(C)NC(=O)Cn1nnc(-c2ccccc2NC(=O)c2cnccn2)n1	-0.6	23.0	0.5	-5.7	-7.2	2.2	7.7	-0.7
COc1ccc(N(Cc2cc3ccc(C)cc3[nH]c2=O)C(C)=O)cc1	-0.4	-47.2	4.8	2.9	-2.1	-2.7	-3.9	-1.9
O=C(/C=C/c1ccccc1)Nc1cccnc1	-2.8	6.6	51.2*	0.0	66.3*	3.6	0.5	75.8*
N#Cc1ccccc1Sc1ccccc1C(=O)OCC(=O)NC1CCS(=O)(=O)C1 (stereo not drawn)	-8.5	-1.4	-7.1	4.9	-8.5	-0.2	4.2	-8.5
COc1ccc(N(CC(=O)NCCc2ccc(C)cc2)S(=O)(=O)c2c(C)noc2C)cc1	-6.7	16.5	-1.4	0.4	2.8	1.8	3.4	-1.6
O=C(NC1CCCc2ccccc21)C1CCC(CNS(=O)(=O)c2cccc3nsnc23)CC1 (stereo not drawn)	-10.3	16.2	-13.3	2.6	-13.0	2.4	27.5	-15.1
COCCCNC(=S)NC1CC2CCCC(C1)N2Cc1cccs1 (stereo not drawn)	-5.4	10.4	5.5	7.5	7.7	1.2	-18.2	-2.8
O=C(NCc1cc([N+](=O)[O-])ccc1O)c1cc(-c2ccncc2)nc2ccccc12	-4.1	6.6	1.3	4.2	-12.1	-1.6	-0.1	0.9
O=C(Cc1ccccc1)NC(NNc1ccccc1)(C(F)(F)F)C(F)(F)F	1.5	21.1	-3.6	-7.9	-11.2	1.7	20.2	-5.4
C=C(C)CN(CC)c1ccc(N2C(=O)CCCC2=O)cc1[N+](=O)[O-]	-3.1	20.1	5.5	-17.7	-4.5	0.3	3.8	-0.7
O=C(Nc1cc(C(F)(F)F)ccc1Cl)C(Sc1nnc(-c2cccs2)o1)c1ccccc1 (stereo not drawn)	6.4	18.2	75.7*	-4.9	81.4*	-2.7	8.1	24.4
CCc1ccccc1NC(=O)CCNS(=O)(=O)c1ccc2c(c1)CCC(=O)N2	-7.4	18.8	4.0	2.5	2.8	0.2	-10.4	1.8

Laid out differently: results already given
Results follow in this order: APOBEC3G inh	SENP8 block-1	SENP8 block-2	UBC13 inh	SENP6 inh	SENP1 inh	Apaf1 inhib	SENP7 block
N#Cc1ccccc1Sc1ccccc1C(=O)OCC(=O)NC1CCS(=O)(=O)C1 (stereo not drawn)
→ -8.5	-1.4	-7.1	4.9	-8.5	-0.2	4.2	-8.5
COc1ccc(N(CC(=O)NCCc2ccc(C)cc2)S(=O)(=O)c2c(C)noc2C)cc1
→ -6.7	16.5	-1.4	0.4	2.8	1.8	3.4	-1.6
O=C(NC1CCCc2ccccc21)C1CCC(CNS(=O)(=O)c2cccc3nsnc23)CC1 (stereo not drawn)
→ -10.3	16.2	-13.3	2.6	-13.0	2.4	27.5	-15.1

(further entries)
Molecule	APOBEC3G inh	SENP8 block-1	SENP8 block-2	UBC13 inh	SENP6 inh	SENP1 inh	Apaf1 inhib	SENP7 block
Cc1c(C(=O)Nc2ccccc2F)sc2ncn(CC(=O)N3CCOCC3)c(=O)c12	-6.5	14.8	-4.8	-0.6	-6.6	-2.6	-6.7	0.1
Cc1cc(Cl)ccc1OCCCC(=O)N1CCN(C)CC1	1.4	20.5	2.1	5.4	-8.8	3.6	-5.0	8.8
CCCOc1ccccc1C1NC(=O)NC(C)=C1C(=O)OCCOC(C)C (stereo not drawn)	-6.0	7.0	6.9	6.6	-4.8	0.1	-18.1	0.3
CN(Cc1ccccc1)Cc1ccccc1F	-4.0	6.4	-12.8	-2.9	4.6	1.8	-6.1	8.3
Cc1cccc(N2CCN(S(=O)(=O)c3c(C)[nH]c(C)c3C(=O)N3CCCC3)CC2C)c1 (stereo not drawn)	-3.4	10.9	6.5	-3.7	7.0	0.5	1.4	6.3
COc1ccccc1NC(=O)CSc1ccc2nnc(-c3ccccn3)n2n1	-7.1	5.0	-10.4	-6.8	-6.5	-0.8	-1.4	8.1
Cn1c(=O)c2c(ncn2CCCc2ccccc2)n(C)c1=O	-2.0	9.8	2.3	-0.3	-3.0	-0.1	7.3	-2.6
O=C(CCn1c(=O)oc2ccccc21)Nc1cccc(Cl)c1	-2.3	20.4	-0.5	6.0	-7.9	2.5	2.7	4.0
CCc1ccccc1NC(=O)CSc1nc2ccccc2n1CC(=O)N1CCCC1	1.7	13.1	-3.0	-5.4	-0.6	1.2	-5.3	-6.9
COc1ccc(NS(=O)(=O)c2ccc(N)cc2)nn1	-8.6	.	2.6	-10.2	-8.1	.	-6.8	5.9
O=C(NCC1CCCO1)c1ccccc1NS(=O)(=O)c1ccc(F)cc1 (stereo not drawn)	2.6	-55.1	-10.0	0.5	-9.4	2.7	13.1	-7.2
CC(C)(C)c1ccc(S(=O)(=O)N2CCN(C(=O)C3=COCCO3)CC2)cc1	-5.9	6.6	4.5	1.8	2.0	2.1	-10.2	0.4
Cc1ccc(S(=O)(=O)N2CCCCC2)cc1C(=O)NCC1CCCO1 (stereo not drawn)	-8.3	10.2	-2.8	0.8	-6.9	1.5	2.0	2.5
COc1ccc(NS(=O)(=O)c2cc(NC(=O)c3sccc3C)ccc2N2CCOCC2)cc1	-4.2	14.7	-12.4	-5.1	-3.8	2.0	-1.6	-9.8
CC(C)N(CCNC(=O)c1nn(Cc2ccccc2)c(=O)c2ccccc12)C(C)C	-3.2	14.5	-1.9	2.2	-8.7	1.3	10.5	10.0
COc1ccc2oc(C(=O)OCC(=O)c3ccc4c(c3)OCCO4)c(C)c2c1	-5.1	-50.9	-15.2	8.1	-4.1	0.2	10.8	0.0
CCCn1c(NCc2cccs2)nc2ccccc21	8.5	18.7	1.5	-3.9	-4.6	-2.4	10.4	5.7
N=c1c(S(=O)(=O)c2ccc(Cl)cc2)cc2c(=O)n3ccccc3nc2n1C1CCCCC1	-7.9	-27.4	4.7	-4.3	5.4	-25.2	20.7	2.7
Nc1nc(N)c(N=Nc2ccc(C(=O)O)cc2)c(N)n1	-2.0	29.6	-19.4	-24.3	-50.4	-0.2	6.9	-17.0
CC(C)(C)NC(=O)NC(=O)CN1CCN(Cc2ccccc2)CC1	-2.6	9.2	-6.6	-5.1	-42.3	-3.1	5.6	-4.7
CC(=O)c1cccc(NC(=O)CN2CCN(Cc3ccccc3)CC2)c1	-1.4	5.2	3.2	2.2	13.1	0.3	-13.1	2.7
COc1ccc(-n2c(C)c(C(C)=O)c(C(C)=O)c2C)cc1OC	-3.4	30.7	-7.8	-7.8	-27.3	-6.3	-2.9	-3.6
Cc1cccc(NS(=O)(=O)c2cc(C(=O)OCC(=O)Nc3cc(C)on3)ccc2C)c1	-3.2	41.2*	6.9	-5.7	7.6	0.5	-7.2	7.2
COc1ccc(OC(=O)Nc2ccc([N+](=O)[O-])cc2OC)cc1	-5.1	25.3	-7.5	-3.7	2.8	0.6	-0.1	3.0
COc1cc2c(cc1OC)C(C)N(C(=O)C(NC(=O)c1ccccc1)C(C)C)CC2 (stereo not drawn)	2.9	25.3	4.6	-4.7	-3.8	-0.7	6.0	3.2
O=S(=O)(c1ccccc1C(F)(F)F)N1CCN(S(=O)(=O)c2ccccc2C(F)(F)F)CC1	-6.2	5.0	1.8	-6.4	18.7	1.3	-12.0	4.3
COCC(=O)N(C)C[C@H]1N[C@@](C)(C(=O)OC)[C@H]2C(=O)N(C)C(=O)[C@@H]12	-4.8	2.0	2.9	1.7	-16.1	2.3	-5.9	4.3
CN(C)c1ccc(C(CNC(=O)c2ccc(-c3ccccc3)cc2)N2CCOCC2)cc1 (stereo not drawn)	-7.5	11.8	-9.6	-4.3	-5.3	0.4	21.5	3.9
Cc1c(Cl)c([N+](=O)[O-])nn1CCCC(=O)N1CCN(c2ccccc2)CC1	-4.0	20.3	-8.3	-0.9	-8.1	0.1	2.4	-4.0
CCn1c(SCc2nc3ccccc3[nH]2)nnc1-c1ccccc1OC	-6.8	-34.3	-5.6	4.1	-4.8	-7.1	-0.4	2.8
COc1ccc(S(=O)(=O)N2CCCCC2)cc1NC(=O)CCc1nc2ccccc2c(=O)[nH]1	0.9	-1.6	1.5	1.3	-3.3	-3.6	8.2	-2.1
Cc1cc(C)nc(Nc2n[nH]c(-c3ccccc3C)n2)n1	-9.2	4.0	-11.5	0.7	-37.6	1.9	-5.2	-7.7
O=C(O)CC1SC(=Nc2cccc(C(F)(F)F)c2)NC1=O (stereo not drawn)	2.3	10.6	-4.2	0.4	-2.2	2.2	2.6	6.2
O=C(Nc1cccc(F)c1)N1CC=C(n2c(=O)[nH]c3ccccc32)CC1	-8.5	19.0	-4.6	5.1	-23.0	0.5	0.7	-5.1
O=c1ccc(NS(=O)(=O)c2ccccc2)cn1Cc1ccc(Cl)c(Cl)c1	-0.3	-8.1	1.2	5.7	-8.8	-38.7	2.6	-0.6
CCCCc1nc2cc(C(=O)N3CCCC(COC)C3)ccc2o1 (stereo not drawn)	-4.7	12.2	-7.4	-1.9	-2.8	1.6	9.8	3.8

Assay outcomes deposited in PubChem BioAssay by Sanford-Burnham Center for Chemical Genomics.
